ER stress rescue: rescue of cells from ER stress-induced death, primary screen, 384-well, CSM14.1, thapsigargin, ATP luminescence (AID 1222) | cellular ATP content (survival), % at 20 µM, or EC50 in µM where a hit was titrated | 190,000 tested, under 10 active | CSM14.1 thapsigargin-induced death rescue, ATP luminescence; higher % means a stronger effect;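 active means EC50 below 50 µM in the dose-response confirmation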;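 further: death triggered by thapsigargin at about 15 µM added after 2 h compound pretreatment; cell ATP read after overnight thapsigargin exposure of roughly 18 to 22 hours; normalized against plate controls of thapsigargin alone and 5% DMSO vehicle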
Insulin prom up: MIN6 insulin promoter up-regulation; MIN6 insulin promoter-GFP reporter, high-content imaging; hits give high values; z-score at 5 µM; 190,000 tested, 0.3% active; AID 1625;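 active means z-score above 3 at 5 µM with at least 500 cells counted in the well; inconclusive means wells under 500 cells, flagged as cytotoxic or low count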
Salmonella PhoP GFP: inhibitors of PhoP regulon expression, primary screen, Salmonella Typhimurium, GFP reporter (AID 1863); S. Typhimurium PhoP-regulated promoter GFP reporter, 4 h; higher % means a stronger effect; inhibition, % at 50 µM, or IC50 in µM where a hit was titrated; 300,000 tested, 0.16% active;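 active means inhibition over 29.93%, a cutoff 3 SD above the screen mean, later confirmed by dose response; inconclusive means inhibition over 29.93% but no dose response follow-up; inactive means inhibition at most 29.93% or unconfirmed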;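 further: 0% = low Mg2+ inducing control and 100% = high Mg2+ repressing control; strong numbers were not always called active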
T cell HTS: modulates CD8 T cell binding to vesicles; 2C CD8+ T cell-vesicle binding, flow cytometry; hits give low values; calls only at 7 µM; 330,000 tested, 0.068% active; AID 2052;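 active means response, share of CD8 T cells binding vesicles, and their 90th percentile fluorescence all below set limits, cut at about 80% in these data, passing the limit was not always enough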
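material = purified 2C TCR transgenic mouse naive CD8+ T cells | controls = Unloaded micro-vesicles (low), QL9 vesicles with 0.7% DMSO (high) | detection = cytometric PE anti-B7-1 and Alexa647 anti-CD8 signals after 1% paraformaldehyde fixation | incubation = binding step 1.5 h, 37 °C, antibody labelling 20 min, ice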
MT stabilizer: microtubule stabilization, imaging screen; AID 2205; HeLa tubulin immunostaining HCS, 24 h; share of cells brighter than vehicle mean+2SD; % tubulin-high responders, % at 10 µM; 200,000 tested, 0.83% active;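 active means plate Z-score above 3 for both tubulin-high and condensed-nucleus cell shares, with cell loss under 80%, at 10 µM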;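 further: anti alpha tubulin signal scored within the nucleus-defined area of each cell; some results filed as inactive read as strong as hits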
b-catenin transl: alters nuclear translocation of beta-catenin in HeLa cells; immunofluorescence imaging; nuclear translocation activity, % at 5 µM; 190,000 tested, 0.3% active;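 active means nuclear translocation activity above 50% at 5 µM, with a well cell count of 50 or more; inconclusive means wells under 50 cells across six images, flagged as toxic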;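 further: per-cell ratio of nuclear to cytoplasmic median beta-catenin stain intensity; plate controls were DMSO negative control for no effect and GSK-3 inhibitor IX positive control for full effect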
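Test system: human HeLa cells, native beta-catenin. Compound dosing: 5 µM primary single dose, 0.1% DMSO, 0.02–20 µM confirmation series. Incubation: compound exposure 24 h at 37°C. Detection: beta-catenin immunostaining with DAPI counterstain, 20x imaging, 6 fields/well. Read-out basis: Nuclear/cytoplasmic beta-catenin signal ratio, % activation.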
Autophagy mod: modulators of autophagy | MEF GFP-LC3 puncta imaging; test concentration mostly 10 µM | calls only at 10 µM (by protocol) | 190,000 tested, 0.98% active | AID 463193;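 active means percentage of spot-positive cells more than 3 SD above its plate mean, without a fluorescence outlier flag or 80% toxicity; inconclusive means no clear call, values can overlap the other calls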;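 further: spot-positive cell cutoff set from DMSO-treated cells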
Lipid droplet: modulators of hepatic lipid droplet formation. 240,000 tested, 0.4% active. AML12 mouse hepatocytes, oleate lipid droplets, BODIPY imaging. inhibition, % at 6.5 µM;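 active means lipid droplet intensity inhibited by at least 50%, with more than 500 cells counted; inconclusive means wells with under 300 cells, treated as cytotoxic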
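Assay system: AML12 hepatocytes (mouse) / Also added: 100 µM oleic acid challenge / Times: overnight treatment with compound plus oleate / Detection: high-content imaging of BODIPY-stained droplets and DAPI nuclei / Evaluation: % inhibition of lipid droplet signal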
Dynein transport: dynein cargo transport inhibition. 3617.4 mouse cells, GR-EGFP nuclear translocation imaging; test concentration mostly 20 µM; stimulated with dexamethasone, 1 µM; hits give low values. z-score, hits read low. 220,000 tested, 0.47% active;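 active means plate z-score of nuclear minus cytoplasmic receptor signal below a set negative limit, without overly bright fluorescence or cell loss, cut at about -3.5 in these data, passing the limit was not always enough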;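 further: z-score of nuclear minus cytoplasmic ring GR-EGFP intensity difference per well; some compounds called inactive have numbers as strong as hits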
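Buffer or medium: tet-free, stripped-serum medium; reagent: dexamethasone at 1.0 µM final, 30 min; incubation: 48 h induction, 1 h compound, 30 min dex at 37 °C; measured by: formaldehyde fixation, Hoechst nuclear stain, 10x automated fluorescence imaging; read-out: nuclear-to-cytoplasmic GR-EGFP distribution per well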
Dynein transport cytoplasmic EGFP: also measured in Dynein transport; calls as there; z-score; measured here: cytoplasmic GR-EGFP intensity; hits give high values
Dynein transport nuclear GR-EGFP: also measured in Dynein transport; calls as there; z-score; measured here: nuclear GR-EGFP intensity;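 lower value marks the stronger effect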
Dynein transport cell count: also measured in Dynein transport; calls as there; z-score; measured here: cell count per field
Insulin prom up cell count: second read-out of Insulin prom up, no call of its own (marks repeat the call); cell count; measured here: cytotoxicity, nuclei count;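 total cells summed across four imaged fields per well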
Lipid droplet cells 6.5 µM: further read-out of Lipid droplet, marked with its call; cell count; measured here: cell count, cytotoxicity flag;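 cells counted across two imaged fields per well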
b-catenin transl cell count 5 µM: also measured in b-catenin transl; calls as there; cell count; measured here: cell count, cytotoxicity flag
T cell HTS vesicle-bound %: second read-out of T cell HTS, no call of its own (marks repeat the call); double positive events, %; measured here: CD8+ vesicle-bound cell fraction;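 binding gate set so that unloaded-vesicle control wells show 10% double positive cells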
MT stabilizer Hoechst-high %: also measured in MT stabilizer; calls as there; % Hoechst-high responders; measured here: nuclear condensation Hoechst responders;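 share of cells brighter than vehicle mean plus two SD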
MT stabilizer cytotoxicity %: also measured in MT stabilizer; calls as there; toxicity, %; measured here: cytotoxicity by cell density;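 0% = mean cell density of plate MIN control wells and 100% = no cells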
Autophagy mod cell loss 18 h: second read-out of Autophagy mod, no call of its own (marks repeat the call); toxicity, %; measured here: cell loss, nuclei count;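 cell loss after 18 h compound exposure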
Numbers without * were called inactive; i = inactive; u = inconclusive; x = not tested or not shown. Compounds as they come; 3% or so of the library scored in one or more.

Structure,Lipid droplet cells 6.5 µM,MT stabilizer,Autophagy mod,b-catenin transl,T cell HTS vesicle-bound %,ER stress rescue,Dynein transport cell count,MT stabilizer Hoechst-high %,Insulin prom up,MT stabilizer cytotoxicity %,Salmonella PhoP GFP,T cell HTS,Lipid droplet,Insulin prom up cell count,Dynein transport cytoplasmic EGFP,Dynein transport nuclear GR-EGFP,Autophagy mod cell loss 18 h,b-catenin transl cell count 5 µM,Dynein transport
O=C(NC(=S)N1CCN(c2ccccc2)CC1)c1ccc(S(=O)(=O)N2CCOCC2)cc1,719,x,x,-1.0,30.6,x,1.05,x,0.57,x,-6.5%,i,-0.9,1103,-0.166,-0.288,x,1345,-0.618
O=C(NCCc1ccncc1)Nc1ccc(Cl)cc1,751,2.8,i,x,4.9,-1.1%,0.515,3.2,0.69,7.4,-6.0%,i,-5.8,1311,-0.202,-0.131,-6.5,x,-0.0665
CN1CCN(S(=O)(=O)c2cccs2)CC1,691,1.0,i,1.2,59.2,-2.2%,-1.86,1.3,1.03,12.9,x,i,3.4,1424,-0.0329,1.97,-15.0,1067,2.08
CCOC(=O)c1c(NC(=O)C2=C(C)NC(=S)NC2c2ccccc2C(F)(F)F)sc(C)c1C (stereo unspecified),696,2.2,i,-0.5,55.5,1.1%,0.728,2.9,-1.77,14.4,5.1%,i,-1.1,1038,-0.252,-0.32,-0.2,1044,-0.827
CS(=O)(=O)Nc1ccc(C(=O)Nc2ccc3c(c2)OCO3)cc1,674,3.8,i,-0.7,30.8,-0.8%,-0.199,2.5,-0.66,9.0,-3.8%,i,7.2,1270,-0.15,0.675,2.8,1138,0.847
Nc1ccc(C(=O)Nc2ccc(Nc3ccncc3)cc2)cc1,743,x,x,-0.5,24.3,x,-0.984,x,0.91,x,-3.6%,i,3.9,996,-0.202,0.266,x,1424,0.849
O=C(CCc1ccccc1)Nc1ncn[nH]1,x,2.5,i,x,6.8,5.9%,0.603,1.2,x,3.5,8.3%,i,x,x,-0.22,0.478,8.4,x,0.335
Cc1cccn2c(CNC3CCCc4ccccc43)c(C(=O)N3CCCCC3)nc12 (stereo unspecified),672,2.9,i,0.5,35.0,1.5%,0.16,1.3,-0.41,5.9,5.3%,i,0.2,1576,-0.3,-0.136,21.8,1509,1.28
Cc1cccc(S(=O)(=O)c2c(N)n(/N=C/c3ccccc3)c3nc4ccccc4nc23)c1,778,2.6,i,x,24.2,-0.7%,0.599,2.6,x,4.6,-3.1%,i,16.1,x,0.0074,-0.0463,35.3,x,-0.713
COc1ccc(CCC(=O)NC(C)C)cc1,675,6.0,i,x,48.6,-0.5%,-2.1,2.8,-0.29,10.5,-8.8%,i,7.3,1391,-0.142,2.33,-1.0,x,3.95
COC(=O)c1ccc(CN2CCN(CC=C(C)C)C(CCO)C2)cc1 (stereo unspecified),710,1.9,i,1.0,57.6,-1.7%,-1.36,1.7,0.57,3.8,6.7%,i,6.6,1697,-0.226,0.947,8.8,1548,1.12
COc1ccccc1NC(=O)N(CCN1CCOCC1)Cc1cc2cc(C)cc(C)c2[nH]c1=O,714,2.8,i,-0.7,54.5,0.7%,1.01,1.7,0.13,10.0,0.4%,i,-14.8,1413,-0.102,-0.0491,14.2,1037,-0.571
CCOC(=O)c1sc(/N=C/N(C)C)nc1C,677,2.4,i,0.2,51.2,-1.2%,-0.163,1.7,0.23,5.5,-8.5%,i,-5.5,1348,-0.18,0.206,10.2,966,0.16
O=C(CN1CCCc2ccccc21)N/N=C/c1ccc(O)cc1O,577,4.2,i,-2.6,33.6,1.6%,0.314,2.4,-0.39,4.3,16.1%,i,9.1,1456,-0.256,0.0511,9.6,1113,0.0173
COCCN(C(=O)c1csnn1)C(C(=O)NC1CCCCC1)c1sccc1C (stereo unspecified),713,2.1,i,-5.3,32.9,1.0%,0.989,2.0,2.41,2.3,-2.1%,i,-0.3,847,-0.245,-0.739,-2.4,1025,-1.21
COc1cccc(OCc2ccc(C(=O)NCC3CCCO3)cc2)c1 (stereo unspecified),711,1.6,i,x,38.6,-1.3%,-0.548,4.4,0.05,8.2,-5.0%,i,11.6,1295,0.236,-0.00694,-6.3,x,-0.314
NS(=O)(=O)c1cccc(NS(=O)(=O)c2ccc(/C=C/C(=O)O)cc2)c1,740,x,x,-0.9,30.2,x,0.201,x,0.32,x,-6.3%,i,16.2,1062,-0.237,0.298,x,1351,0.457
NS(=O)(=O)c1cccc(NC(=O)CCSc2ccccc2Cl)c1,621,1.5,i,-0.8,6.8,0.3%,-0.337,4.4,-0.07,11.9,12.5%,i,8.0,1341,-0.167,-0.0835,-17.9,983,0.429
O=C1CC(c2nc3ccccc3[nH]2)CN1c1cccc(C(F)(F)F)c1 (stereo unspecified),757,6.9,i,-2.8,32.0,-1.4%,0.594,2.3,-0.85,1.1,-6.3%,i,13.5,1248,-0.287,0.45,2.0,557,-0.366
C=CCN(CC=C)S(=O)(=O)c1ccc(NC(=S)NC(=O)Cc2ccc(OC)cc2)cc1,x,1.7,i,0.0,12.8,-4.6%,-0.536,2.3,-1.45,7.7,-5.1%,i,x,1525,-0.116,1.69,-22.0,1326,3.43
Cc1ccc(NC2OC(CO)C(O)C2O)cc1[N+](=O)[O-] (stereo unspecified),565,2.5,i,-0.3,45.5,-3.8%,-1.11,1.9,x,3.6,8.4%,i,-16.4,x,-0.143,1.84,4.9,961,1.45
CC1CCc2nc(NC(=O)c3ccco3)sc2C1 (stereo unspecified),751,2.6,i,-4.4,37.3,-7.2%,-0.304,2.5,1.07,7.3,4.0%,i,-3.6,1315,-0.15,1.44,-3.1,1163,2.25
O=C(N/C(=C/C=C/c1ccccc1)C(=O)N1CCOCC1)c1ccccc1Cl,690,2.7,i,0.3,15.0,x,0.814,3.1,0.14,8.3,4.0%,i,-18.5,1217,-0.182,-0.882,3.3,1056,-0.995
COCc1n[nH]c(=S)n1-c1ccccc1,801,0.2,i,x,33.1,-0.9%,0.109,2.1,-0.39,17.9,-10.9%,i,8.7,989,0.0891,-0.179,-0.9,x,0.155
CC1=C(C)CC2C(=O)N(Cc3ccccc3)C(=O)C2C1 (stereo unspecified),804,4.2,i,-14.5,42.5,-0.6%,-2.1,1.4,x,1.1,-5.2%,i,-10.3,x,-0.107,2.2,1.8,1167,3.51
COc1ccc(-c2nc(-c3ccc(Br)cc3)no2)c(OC)c1,732,3.1,i,-4.0,43.3,-2.7%,0.827,1.6,-1.08,2.8,3.8%,i,0.4,1213,-0.192,-0.0885,4.3,1190,-0.26
CC12CCC(c3c(C(=O)O)nn(-c4ccccc4)c31)C2(C)C (stereo unspecified),x,2.3,i,-6.0,44.9,-2.0%,1.82,2.6,0.05,6.5,-2.9%,i,x,1284,-0.216,-0.461,1.9,1040,-1.19
CC1(C)CC(=O)C(/C=N/n2c(C(F)(F)F)nc3ccccc3c2=O)=C(O)C1,760,1.0,i,x,14.5,-0.3%,-0.0326,1.3,0.1,16.4,1.7%,i,4.9,1016,-0.324,-0.205,-4.2,x,-0.377
Cc1ccc(C[n+]2cc(-c3ccc(Cl)cc3)n3c2CCC3)cc1,647,x,x,0.9,45.3,x,-0.0416,x,u,x,31.5%,i,-28.1,x,-0.182,-0.122,x,1307,-0.259
